# High-throughput results deposited in PubChem BioAssay by The Scripps Research Institute Molecular Screening Center.
# M1 ag parental: nonselective activator or artifact in parental CHO-K1 cells | Fluo-8 calcium fluorescence; scaled to maximal ATP response, vehicle zero | 0.48% of 360,000 active | activation, % at 3 µM | AID 602248; in the data active means activation above about 15%;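 further: untransfected CHO-K1 host cells lacking M1 receptor as counterscreen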
# CHRM1 PAM: human CHRM1 positive allosteric modulation; P11229; CHO-K1 hM1, Fluo-8 calcium fluorescence, ACh EC20; 0% = ACh EC20, 100% = maximal ACh; activation, % at 3 µM; 0.088% of 360,000 active; in the data active means activation above about 19%, passing the limit was not always enough
# Target sequence (P11229 whole entry, looked up): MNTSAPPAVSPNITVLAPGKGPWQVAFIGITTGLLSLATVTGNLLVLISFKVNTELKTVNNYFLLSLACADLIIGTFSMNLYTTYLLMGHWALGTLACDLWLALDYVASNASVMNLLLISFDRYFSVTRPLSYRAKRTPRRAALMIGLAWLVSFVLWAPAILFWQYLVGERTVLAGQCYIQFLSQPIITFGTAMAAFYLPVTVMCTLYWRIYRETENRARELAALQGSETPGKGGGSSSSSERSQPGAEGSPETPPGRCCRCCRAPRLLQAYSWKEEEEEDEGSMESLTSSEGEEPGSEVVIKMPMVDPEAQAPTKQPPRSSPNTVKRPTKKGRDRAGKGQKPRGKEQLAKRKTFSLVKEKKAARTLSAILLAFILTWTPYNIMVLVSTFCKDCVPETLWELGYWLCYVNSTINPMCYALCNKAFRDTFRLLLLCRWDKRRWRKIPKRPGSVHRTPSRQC
# OXTR potentiate: potentiates the human oxytocin receptor response; CHO-OTR cells, Fluo-8 calcium fluorescence, potentiator mode; 0% = oxytocin EC15, 100% = EC100; activation, % at 3 µM; 0.061% of 320,000 active; AID 2445;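 active means activation above that plate's cutoff, the mean activation of tested compounds plus 3 SD, cut at about 6.6% in these data, passing the limit was not always enough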;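 further: 100% uses oxytocin at 75 nM as the full agonist control; some results filed as inactive read as strong as hits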
# Target sequence (P30559 whole entry, looked up): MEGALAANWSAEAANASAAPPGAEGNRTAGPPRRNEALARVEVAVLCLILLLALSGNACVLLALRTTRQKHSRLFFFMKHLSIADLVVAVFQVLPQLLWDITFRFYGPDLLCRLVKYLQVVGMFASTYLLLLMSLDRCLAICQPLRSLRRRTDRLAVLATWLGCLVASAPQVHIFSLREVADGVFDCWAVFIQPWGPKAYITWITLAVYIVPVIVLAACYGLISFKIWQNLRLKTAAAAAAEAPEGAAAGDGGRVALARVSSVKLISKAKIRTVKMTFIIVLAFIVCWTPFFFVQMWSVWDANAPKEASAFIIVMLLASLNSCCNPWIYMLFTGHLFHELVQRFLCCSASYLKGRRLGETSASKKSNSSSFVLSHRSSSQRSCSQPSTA
#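 Measured by – Fluo-8 calcium dye fluorescence · Test system – human OTR in CHO cells · Dosing – one concentration, 3.0 µM compound · Controls – EC15 oxytocin alone as 0%, 75 nM oxytocin as 100% · Evaluation – normalized max/min fluorescence ratio, % activation · Timing – 6 min pre-incubation, 100 s read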
# CHO-K1 Ca antag: counter-screen for M1 antagonists: effect in parental CHO-K1 cells. ATP-induced calcium, Fluo-8 fluorescence. inhibition, % at 3 µM. 0.6% of 360,000 active. AID 602250;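 active means inhibition above a per-plate cutoff, the plate's mean sample inhibition plus 3 SD, cut at about 24% in these data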;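 further: 0% = DMSO plus EC80 ATP and 100% = DMSO alone without ATP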
# CHO parental Ca: signal in parental CHO cells, OX1R antagonist counter-screen; parental CHO-K1, ATP-induced calcium, Fluo-8 fluorescence; inhibition, % at 5.6 µM; 0.63% of 330,000 active;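 active means inhibition above that plate's mean sample inhibition plus 3 SD, cut at about 26% in these data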;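 further: 0% = ATP-challenged DMSO wells and 100% = DMSO wells without ATP; some compounds past the cut are filed as inactive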
#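 Assay system – parental CHO cells · Reagent – ATP stimulus · Detection – intracellular calcium via Fluo-8 no-wash fluorescent dye · Evaluation – percent inhibition of ATP-evoked calcium rise, normalized to controls · Controls – ATP wells versus no-ATP DMSO wells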
# CHRM1 antagonist: human CHRM1 antagonism; P11229; CHO-K1 hM1, Fluo-8 calcium fluorescence, ACh EC80 antagonist; inhibition, % at 3 µM; 1.3% of 360,000 active; AID 588852;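 active means percent inhibition above its own plate's cutoff, namely the mean of that plate's compound wells plus 3 SD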;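 further: peak over basal fluorescence ratio during 140 s after agonist addition; 0% = ACh EC80 plus DMSO and 100% = DMSO alone without agonist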
# M4 antag: CHRM4 antagonism in calcium assay. P08173. CHO-hM4 cells, ACh EC80, Fluo-8 calcium fluorescence. inhibition, % at 3 µM. 0.73% of 360,000 active;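 active means inhibition above its plate's cutoff, the mean inhibition of sample wells plus 3 SD, cut at about 27% in these data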;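 further: 0% = acetylcholine EC80 with DMSO and 100% = DMSO without agonist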
# M1 ag: activates human CHRM1 receptor | CHO-K1 hM1, Fluo-8 calcium fluorescence, agonist mode; 0% DMSO, 100% acetylcholine EC100 | 0.33% of 360,000 active | activation, % at 3 µM;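 active means activation above the run's mean compound activation plus 3 SD, cut at about 16% in these data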;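 further: peak over basal fluorescence ratio within a 140 s kinetic read after compound addition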
# CHRM4 agonist: agonists of human muscarinic M4 receptor (CHRM4); P08173; CHO-K1 hM4/Gqi5, Fluo-8 calcium fluorescence; vehicle 0%, full acetylcholine response 100%; activation, % at 3 µM; 0.14% of 360,000 active;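 active means activation above the run mean over all test wells plus 3 SD, cut at about 32% in these data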;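 further: peak over basal fluorescence ratio per well then scaled between controls; 0% = DMSO wells and 100% = acetylcholine at EC100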
# * = called active by the depositor; . = no result given. An unsorted share of the library; any-hit rate near 2.9%.
# Every second line gives: M1 ag parental	CHRM1 PAM	OXTR potentiate	CHO-K1 Ca antag	CHO parental Ca	CHRM1 antagonist	M4 antag	M1 ag	CHRM4 agonist
> Cc1ccc2[nH]c(=O)c3cc(C(=O)NC(C)C)sc3c2c1
  -0.6	20.2	-13.5	-5.9	-7.0	-18.8	4.7	-6.4	4.3
> NS(=O)(=O)c1ccc(S(=O)(=O)N2CCCC2)cc1
  0.5	2.1	-10.5	1.8	8.1	0.2	-6.9	-3.0	-0.1
> COc1ccc(NC(=O)C2=C(C)NC(=O)NC2c2ccccc2[N+](=O)[O-])cc1 (stereo not given)
  0.6	-10.8	-1.8	-8.5	3.1	14.9	2.7	-3.2	-0.3
> Cc1ccc(C)c(N2CCN(C(=O)C3CCCN(S(=O)(=O)c4c(C)noc4C)C3)CC2)c1 (stereo not given)
  0.2	-9.2	-7.1	-1.0	-7.0	7.7	15.9	-5.1	3.3
> CCSC1=C(C#N)C2(CCCCC2)C2=C(CC(C)(C)CC2=O)N1
  2.5	-10.7	2.1	-0.9	-21.1	-0.1	-2.7	-15.1	1.2
> Cc1cc(C)c(NC(=O)C[N+](C)(C)CC(O)COc2cccc3ccccc23)c(C)c1 (stereo not given)
  -0.4	-9.8	1.2	13.3	-7.3	4.8	10.9	-14.3	0.1
> CCO[C@H]1OC(C(=O)NCc2nc3ccccc3[nH]2)=C[C@@H](c2ccc(C(F)(F)F)cc2)[C@@H]1CCCO
  0.4	-5.1	-7.5	-12.0	-31.1	-0.8	-20.5	-7.3	10.4
> Cc1ccc(N2C(S)=C(C#N)C(=O)NC2c2ccco2)cc1 (stereo not given)
  2.5	2.1	0.5	-6.4	0.8	1.9	0.3	-4.5	12.1
> N#CCCN(C(=O)COc1ccc(Br)cc1F)c1ccc(F)cc1
  1.9	6.7	-11.4	-13.6	-11.7	-7.0	-5.7	-3.0	2.0
> Cc1ccc(S(=O)(=O)N2CCCCC2)cc1NC(=O)c1cncc(Br)c1
  1.6	2.6	.	-1.3	.	-3.9	5.0	-4.0	3.4
> O=C(COC(=O)c1cccc(S(=O)(=O)N2CCCCC2)c1)NC1CCCc2ccccc21 (stereo not given)
  0.4	11.5	-3.8	1.3	-18.6	-11.4	-9.5	-3.0	0.7
> CCn1c(SCC(=O)Nc2nccs2)nnc1-c1cc2cccc(OC)c2o1
  0.1	2.7	.	-2.0	.	-6.6	2.1	-1.1	0.8
> COc1ccccc1-n1c(CCn2nc(C)c(Br)c2C)n[nH]c1=S
  0.3	11.0	-4.3	-7.2	-11.3	-6.8	1.4	-3.8	1.2
> O=C(CCN1C(=O)C2C3C=CC(C4CC34)C2C1=O)Nc1ccc(Cl)cc1O (stereo not given)
  2.2	4.0	-8.6	6.2	-21.8	-1.5	-1.3	0.3	7.5
> COc1ccc(Cc2nnc(NC(=O)c3cccc([N+](=O)[O-])c3)s2)cc1
  0.0	7.7	-4.1	0.6	-8.4	-0.1	-6.9	0.0	0.9
> COC(=O)c1cccc2c1C(=O)c1cc([N+](=O)[O-])ccc1-2
  0.2	-3.5	.	-9.4	.	-2.7	-1.0	-5.2	-0.5
> COc1ccc(-c2n[nH]c(=S)n2-c2ccc(Br)cc2)cc1OC
  0.0	12.8	-3.6	-1.9	-6.3	-16.5	4.9	-4.0	-1.0
> O=C(COC(=O)c1ccc2c(c1)OCO2)NC1CCS(=O)(=O)C1 (stereo not given)
  0.8	4.2	-14.6	-9.6	-4.2	-8.2	-7.2	1.1	0.3
> CC1CC(c2ccccc2)n2nc(N3C(=O)c4ccccc4C3=O)nc2N1 (stereo not given)
  0.1	1.6	-10.5	-0.9	-11.1	-23.1	1.2	-1.4	0.5
> Cc1ccc(NC(=O)CC(C)CC2=NS(=O)(=O)c3ccccc3N2)cc1 (stereo not given)
  -0.1	14.6	-5.4	10.1	-7.9	0.6	-11.3	3.8	0.1
> CC(=O)Nc1ccc(NC(=O)C(C)OC(=O)CCCc2c[nH]c3ccccc23)cc1 (stereo not given)
  1.2	7.2	-11.4	-9.3	5.4	-5.2	-16.2	2.5	3.2
> CC(=O)Nc1cccc(OCC(=O)NS(=O)(=O)c2ccc(C)cc2)c1
  -0.1	-1.0	3.3	-15.0	-4.6	-6.8	0.8	-3.0	0.4
> Cc1ccc(-c2n[nH]c(=S)n2/N=C/c2c(C)nn(-c3ccccc3)c2C)cc1
  -0.4	2.0	-2.9	1.9	-4.8	-7.9	-7.8	-1.3	-0.6
> Cn1c(N)c(C(=O)COC(=O)C2CCCCC2)c(=O)n(C)c1=O
  1.0	3.3	-7.8	-27.6	-2.0	-1.2	4.0	-1.3	0.7
> C=CCNc1ccc(N2C(=O)CCCC2=O)cc1[N+](=O)[O-]
  0.3	0.2	-11.1	-4.9	-6.2	-4.4	-1.2	-0.2	0.5
> CCCN1CCN(C(=S)Nc2ccccc2C(F)(F)F)CC1
  7.2	0.8	7.7	0.3	-1.9	-8.8	12.5	-6.1	0.2
> CC(C)NS(=O)(=O)c1cc(C(=O)O)ccc1Cl
  -0.4	4.9	-4.8	1.0	5.8	-9.6	-0.3	-4.2	0.0
> O=C(Nc1ccc2nc3n(c(=O)c2c1)CCCC3)c1cc([N+](=O)[O-])ccc1F
  0.3	0.7	-10.2	-11.5	8.3	6.5	1.5	-4.1	0.7
> CCCCN1C=C(C(=O)OCC)C(=O)CC1
  0.1	-7.5	.	6.2	.	11.4	6.8	-3.8	-1.0
> COc1ccccc1N1CCN(C(=O)C2CCN(S(=O)(=O)c3ccc(Cl)cc3)CC2)CC1
  6.8	-1.4	-10.6	-5.5	-12.9	5.2	0.8	-2.5	15.8

# The listing continues.
# Every second line gives: M1 ag parental	CHRM1 PAM	OXTR potentiate	CHO-K1 Ca antag	CHO parental Ca	CHRM1 antagonist	M4 antag	M1 ag	CHRM4 agonist
> CCOc1cccc2cc(C(=O)N3CC(C)OC(C)C3)c(=O)oc12 (stereo not given)
  0.1	0.7	-6.9	-7.4	15.4	-3.5	-0.9	-1.9	0.4
> Cc1ccc(NC(=O)Cc2c(O)c3ccccc3[nH]c2=O)c(C)c1
  0.3	2.5	-3.0	-5.5	-3.6	1.7	1.2	-0.6	0.6
> COCCCNC(=O)/C=C/c1ccc(Cl)cc1
  0.0	11.4	-7.8	-5.2	7.9	-13.1	-11.9	-3.5	1.3
> Cc1c(Cl)c([N+](=O)[O-])nn1CC(=O)NC12CC3CC(CC(C3)C1)C2
  1.6	-8.7	-10.7	-10.2	-9.3	-25.6	3.2	-5.2	1.4
> CCC(=O)Nc1cc(Cl)ccc1C(=O)O
  1.2	4.7	-5.2	-6.2	-12.1	-7.7	-11.6	-5.3	-0.4
> Cc1nn(Cc2ccccc2)c(Cl)c1C(=O)OCc1nnc(-c2ccccc2)o1
  4.7	-5.9	-19.1	-4.1	5.3	11.6	4.9	0.0	5.1
> O=C(Nc1ccc(S(=O)(=O)Nc2nccs2)cc1)c1c(F)c(F)c(F)c(F)c1F
  -0.1	2.2	-10.4	-3.2	-1.0	-5.1	-16.6	-4.6	0.6
> CCCCn1c(SCc2nc(N)nc(N3CCCCC3)n2)nc2c1c(=O)n(C)c(=O)n2C
  0.1	3.1	-6.7	8.2	-4.8	-3.4	9.7	-3.4	0.8
> Cc1cc(C)c2c(N)c(C(=O)c3ccccc3)sc2n1
  3.3	0.3	-9.4	-7.9	-14.6	0.9	32.9*	-2.5	26.1
> CN1CCN(C(=O)CN(Cc2ccccc2)S(C)(=O)=O)CC1
  0.4	3.8	-0.3	-2.8	-9.0	-6.3	0.3	-7.1	0.8
> COc1ccc(C(CCN(Cc2ccc(OC)c(OC)c2)C(=O)CCl)c2ccccc2)cc1 (stereo not given)
  2.2	0.9	-11.9	-8.0	-8.7	-0.8	-0.5	-5.4	4.7
> CSCC(C)N1CCC(N2CCC(C(=O)NCc3ccccn3)CC2)CC1 (stereo not given)
  0.7	5.1	-6.7	-6.5	4.0	-6.3	3.6	-4.3	1.4
> Cn1c(/C(C#N)=C/C2CC=CCC2)nc2ccccc21 (stereo not given)
  0.5	10.1	-6.2	-22.3	-4.9	-2.5	3.1	-7.1	2.4
> CC(=O)Nc1ccc(C(=O)/C=C/c2ccc[nH]2)cc1
  0.6	2.9	-12.5	0.7	8.4	-6.6	7.8	-4.2	0.9
> CCCCn1c(N)c(N(CC)C(=O)c2ccco2)c(=O)[nH]c1=O
  0.7	7.8	2.4	-13.3	-2.2	-8.2	9.3	-2.6	1.5
> COc1ccc(OC)c(CN2CCCC(CO)C2)c1 (stereo not given)
  0.3	0.5	-3.8	-10.3	-3.2	-3.9	5.2	-0.8	1.0
> Cc1ccccc1N1CCN(c2ccccc2NC(=O)/C=C\C(=O)O)CC1
  1.0	7.3	.	-3.5	.	-18.8	-10.4	-2.0	0.5
> Nc1nc(NCC(=O)O)nc(NCc2ccccc2)c1[N+](=O)[O-]
  0.8	13.3	0.6	-1.4	-7.8	-11.2	-2.9	-2.3	6.8
> CCOC(=O)C1CCN(C(=O)CNS(=O)(=O)c2ccc(Br)s2)CC1
  1.3	3.8	-4.2	-12.9	0.3	-6.3	2.5	-4.8	1.6
> Cc1ncc(CN2CCC(C(=O)Nc3cccc(-c4cscn4)c3)CC2)cn1
  1.2	1.7	-0.5	-9.9	-9.3	-9.7	-12.3	-4.8	4.0
> CCCn1c2ccc(C)cc2c2n[nH]c(=S)nc21
  -0.5	11.1	-7.2	-2.6	-13.7	-5.2	-2.5	-2.9	-0.5
> Cc1cc(Nc2ccccc2)nc(-c2ccccc2O)n1
  0.9	-3.7	-2.9	-14.7	-17.8	-4.8	-2.6	-6.0	2.2
> COc1ccc(N2CCN(C(=O)c3ccc(NS(=O)(=O)c4ccc(F)cc4)cc3)CC2)cc1
  6.7	-8.5	-18.4	-0.3	23.2	-1.8	0.9	4.7	11.5
> O=C(CN1C(=O)C2C3C=CC(C3)C2C1=O)Nc1nc(SCc2ccc(Cl)cc2)n[nH]1 (stereo not given)
  1.6	2.8	2.2	-3.0	-13.9	-4.3	3.0	-5.8	3.5
> O=C(CN1CCC(C(O)(c2ccccc2)c2ccccc2)CC1)Nc1cc(Cl)ccc1Cl
  -0.2	-3.9	-3.0	-11.4	-18.9	-19.3	0.2	-3.9	-0.3
> c1cnc2c(OCc3cn4cccnc4n3)cccc2c1
  0.2	7.2	-1.4	-4.4	-14.3	-10.1	3.0	-3.8	0.7
> CC(C)N1CC2(c3ccccc3)CN(C(C)C)CC(c3ccccc3)(C1)C2=O
  -0.3	10.5	-2.0	12.1	-12.0	-23.2	-7.0	-2.1	0.0
> Nc1nnc(N2CCc3ccccc32)s1
  0.3	8.0	1.8	-10.6	-13.9	-11.7	-6.1	-3.4	0.6
> Cc1ccc(C)c(NC(=O)c2cccc(Oc3ccc([N+](=O)[O-])cc3Cl)c2)c1
  -0.3	-20.1	-9.1	-7.5	-9.7	7.3	-13.4	-12.0	-0.3
